Screening results: PubChem, several laboratories
BoNT-F LC inh: inhibitors of Botulinum neurotoxin F light chain protease. Multiplex microsphere protease cleavage assay, flow cytometry. inhibition, % at 10 µM. 360,000 tested, 0.22% active; in the data active = inhibition above about 35%, passing the limit was not always enough; inconclusive = no clear call, values can overlap the other calls; note: plate controls were buffer without enzyme for full effect and enzyme alone for no effect
FBA Mtb inh: inhibitors of M. tuberculosis fructose-bisphosphate aldolase; P9WQA3; purified M. tuberculosis FBA, fluorescence read-out; inhibition, % at 1 µM; 360,000 tested, 2.3% active; AID 588726; in the data active = inhibition above about 27%;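 note: 0% = vehicle and 100% = reference inhibitor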
Target sequence (P9WQA3 whole entry, looked up): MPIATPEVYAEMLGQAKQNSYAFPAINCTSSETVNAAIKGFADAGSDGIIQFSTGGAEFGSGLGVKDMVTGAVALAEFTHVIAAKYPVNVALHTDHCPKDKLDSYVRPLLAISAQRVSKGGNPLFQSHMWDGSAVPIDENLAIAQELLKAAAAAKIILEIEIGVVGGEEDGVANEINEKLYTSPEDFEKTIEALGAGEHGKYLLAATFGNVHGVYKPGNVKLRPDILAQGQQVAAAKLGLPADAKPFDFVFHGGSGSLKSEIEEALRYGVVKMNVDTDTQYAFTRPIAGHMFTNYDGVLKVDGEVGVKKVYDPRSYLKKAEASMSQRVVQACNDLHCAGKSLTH
GDH-TPI counter: inhibits GDH-TPI coupling enzymes, artifact for Mtb FBA screen. GDH-TPI coupled enzyme counterscreen, NADH absorbance. 360,000 tested, 1.2% active. inhibition, % at 4.8 µM. AID 588335;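 note: 0% = DMSO wells and 100% = wells lacking the enzyme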
PrPC TRFRET: inhibitors of human cell surface prion protein PrPC | 370,000 tested, 0.43% active | TR-FRET read-out | inhibition, % at 13.8 µM | AID 720596; in the data active = inhibition above about 24%; note: 0% = median of the test wells and 100% = reference compound wells
BoNT A protease: blocks Botulinum neurotoxin A light chain protease; multiplex microsphere protease substrate cleavage, flow cytometry; inhibition, % at 10 µM; 360,000 tested, 0.17% active; AID 588499; in the data active = inhibition above about 30%; inconclusive = no clear call, values can overlap the other calls; note: plate controls were buffer without enzyme for full effect and enzyme alone for no effect
CCHF vOTU inh: blocks the CCHF virus ovarian tumor domain protease | CCHFV vOTU protease, Pep-AMC fluorescence | inhibition, % at 11.5 µM | 370,000 tested, 0.55% active | AID 651958; note: 0% = vehicle wells with enzyme and 100% = no enzyme wells
BioA inh: blocks M. tuberculosis BioA enzyme activity; 360,000 tested, 0.096% active; purified M. tuberculosis BioA enzyme, plate reader; inhibition, % at 9.99 µM; in the data active = inhibition above about 40%; inconclusive = no clear call, values can overlap the other calls
Mtb UGM inh: Mtb UDP-galactopyranose mutase inhibition. inhibition, % at 10 µM. P9WIQ1. purified UGM, fluorescence polarization probe displacement. 320,000 tested, 0.06% active; in the data active = inhibition above about 10%, passing the limit was not always enough; inconclusive = no clear call, values can overlap the other calls
Target sequence (P9WIQ1 whole entry, looked up): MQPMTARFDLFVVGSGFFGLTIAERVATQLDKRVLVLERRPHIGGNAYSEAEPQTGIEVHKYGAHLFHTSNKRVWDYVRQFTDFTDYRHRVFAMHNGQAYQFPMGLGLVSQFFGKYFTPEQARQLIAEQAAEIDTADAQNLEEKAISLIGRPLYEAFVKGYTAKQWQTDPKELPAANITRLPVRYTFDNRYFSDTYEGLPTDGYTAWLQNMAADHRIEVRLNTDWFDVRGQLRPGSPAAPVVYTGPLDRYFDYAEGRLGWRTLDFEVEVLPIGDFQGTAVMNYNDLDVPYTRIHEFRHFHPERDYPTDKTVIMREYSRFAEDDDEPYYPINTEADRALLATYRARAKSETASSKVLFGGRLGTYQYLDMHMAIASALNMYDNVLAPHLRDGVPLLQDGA
FadD28 binding: blocks FadD28 binding to the bisubstrate probe; AID 588549; inhibition, % at 12.5 µM; 360,000 tested, 0.22% active; fluorescence polarization; in the data active = inhibition above about 8.5%, passing the limit was not always enough; inconclusive = no clear call, values can overlap the other calls
Starred values were filed as active, the others as inactive; ? = inconclusive; / = not tested or not shown. Cut-off read from the data, not from the text of the source, unless noted: active = inhibition above about 30%; inactive = the rest.

#1 COc1ccc(NC(=O)C2CCN(C(=O)c3ccccc3)CC2)cc1OC
#2 CN(C)CCCC1(O)c2ccccc2C=Cc2ccccc21
#3 COc1cccc(CC2(CO)CCN(C(=O)NC3CCCCC3)CC2)c1
#4 CCCC(C)NC(=O)CSCc1ccc(OC)cc1 (configuration not stated)
#5 Cc1cccc(OCCSc2ncnc3nc[nH]c23)c1
#6 CC(OC(=O)c1ccc(O)cc1)C(=O)Nc1ccc(Oc2ccccc2)cc1 (configuration not stated)
#7 CC(Cc1ccccc1)NC(=O)CCCCC(=O)NC(C)Cc1ccccc1 (configuration not stated)
#8 Cc1cnnn1-c1ccc(C(=O)CCl)cc1
assay / compound	1	2	3	4	5	6	7	8
BoNT-F LC inh	-6.1	5.6	-5.9	-2.4	-0.2	-15.8	1.4	-14.4
FBA Mtb inh	1.4	-0.8	0.1	-2.5	2.8	1.3	-1.5	0.7
GDH-TPI counter	3.2	1.8	1.2	-7.3	8.8	0.0	-1.5	0.9
PrPC TRFRET	-7.9	-4.2	-4.8	-1.8	12.2	6.0	-1.8	-5.9
BoNT A protease	0.2	0.5	-0.2	-0.9	1.0	-0.6	1.2	1.7
CCHF vOTU inh	10.4	-6.3	-8.3	-0.3	2.1	5.3	-4.2	-1.3
BioA inh	2.2	/	2.2	0.6	1.7	0.2	-1.7	/
Mtb UGM inh	-0.5	2.1	-1.5	-1.5	-0.7	-2.4	-1.5	-1.8
FadD28 binding	-0.7	-3.4	-3.7	-1.9	-3.3	-0.6	-2.4	-0.1

Brought forward from above: four compounds; new compounds follow.
#5 Cc1cccc(OCCSc2ncnc3nc[nH]c23)c1
#6 CC(OC(=O)c1ccc(O)cc1)C(=O)Nc1ccc(Oc2ccccc2)cc1 (configuration not stated)
#7 CC(Cc1ccccc1)NC(=O)CCCCC(=O)NC(C)Cc1ccccc1 (configuration not stated)
#8 Cc1cnnn1-c1ccc(C(=O)CCl)cc1
#9 O=C(NC(=S)N1CCc2ccccc21)C1CCC1
#10 CCc1cc2c(=O)c(-c3nc4ccccc4n3C)c(C)oc2c(CN2CCN(CCO)CC2)c1O
#11 CC(C)(C)NS(=O)(=O)c1ccc(-c2csnn2)s1
#12 COc1ccc(N2C(=O)C3C4C=CC(C4)C3C2=O)c(OC)c1 (configuration not stated)
#13 CCn1ccnc1[C@@H]1C[C@H]2CN(Cc3ccccc3OC)C(=O)[C@]23CCCN13
#14 COc1ccc(-n2c(C)cc(C(=O)CCl)c2C)cc1
#15 COc1cc([N+](=O)[O-])cc(/C=N/NC(=O)C(C)Nc2ccccc2C)c1O (configuration not stated)
#16 CC(=O)c1cccc(NC(=O)c2c(C)nn(-c3ccccc3)c2Cl)c1
assay / compound	5	6	7	8	9	10	11	12	13	14	15	16
BoNT-F LC inh	-0.2	-15.8	1.4	-14.4	-0.7	-3.9	-9.6	1.4	2.4	-1.8	-8.9	-3.7
FBA Mtb inh	2.8	1.3	-1.5	0.7	-0.9	11.9	1.4	1.6	-0.2	3.7	-11.8	-5.7
GDH-TPI counter	8.8	0.0	-1.5	0.9	11.4	35.1*	6.8	3.7	-2.5	3.2	11.1	3.5
PrPC TRFRET	12.2	6.0	-1.8	-5.9	1.8	-3.2	4.1	-4.7	4.8	2.3	-9.6	-2.1
BoNT A protease	1.0	-0.6	1.2	1.7	-0.4	-0.1	1.1	0.3	0.1	-0.3	-0.8	0.3
CCHF vOTU inh	2.1	5.3	-4.2	-1.3	-6.7	-17.7	2.5	-7.4	10.1	13.0	7.1	16.8
BioA inh	1.7	0.2	-1.7	/	-0.7	0.0	7.9	/	/	0.8	1.5	/
Mtb UGM inh	-0.7	-2.4	-1.5	-1.8	1.1	-0.2	0.5	-1.6	2.1	-1.3	-0.4	2.2
FadD28 binding	-3.3	-0.6	-2.4	-0.1	-4.7	-1.8	0.0	-1.7	0.5	-2.1	1.6	-2.4

#17 Cc1ccc(O)c(NC(=O)C2CC(c3ccc(F)cc3)=NO2)c1 (configuration not stated)
#18 O=C(CCNS(=O)(=O)c1ccccc1F)NCc1ccc2c(c1)OCO2
#19 NS(=O)(=O)c1cccc(NS(=O)(=O)c2ccc(/C=C/C(=O)O)cc2)c1
#20 O=C(NCc1ccccn1)c1cc2ccccn2n1
#21 COc1ccc(S(=O)(=O)N(C)C[C@H]2Oc3ccc(NC(=O)Nc4ccc5c(c4)OCO5)cc3C(=O)N([C@H](C)CO)C[C@@H]2C)cc1
#22 CC(C)Cc1cc(C(=O)O)c2ccccc2n1
#23 COc1ccc(NC(=O)Cn2c(=O)oc3ccccc32)cc1
#24 Cc1n[nH]c(=O)c2ccccc12
assay / compound	17	18	19	20	21	22	23	24
BoNT-F LC inh	2.5	-8.0	2.5	-3.0	0.6	-11.5	-1.0	-1.2
FBA Mtb inh	-3.6	-4.3	-3.0	6.9	2.1	0.1	2.8	-1.7
GDH-TPI counter	-7.8	4.9	9.9	-4.7	9.4	4.9	3.9	1.2
PrPC TRFRET	-3.9	-0.6	-5.7	8.4	1.1	-1.1	-2.4	5.8
BoNT A protease	0.8	-1.5	-0.4	-0.4	-0.6	-9.4	-0.2	0.6
CCHF vOTU inh	-12.3	1.1	-0.6	-2.0	3.1	-8.6	-11.1	-15.0
BioA inh	-1.6	7.7	-0.9	0.5	-3.1	/	-0.5	-1.3
Mtb UGM inh	-0.6	-0.8	-0.8	1.6	-0.5	2.8	-1.2	1.9
FadD28 binding	-3.2	0.0	-0.6	-2.1	?	-0.3	-3.2	-4.6

#25 N#C/C(=C/c1ccc(F)cc1)S(=O)(=O)c1ccccc1
#26 CN(CC(=O)Nc1ccc(Cl)cc1)C(=O)CCC1CCCC1
#27 CCc1c(C)nc2ncnn2c1N1CCC(C(=O)Nc2ccccc2)CC1
#28 Cc1ccccc1-n1c(=O)c2ccccc2n(CC(=O)NCc2ccco2)c1=O
#29 O=C(NCC1CCCCC1)C1(CC2CC(c3cccc(Br)c3)=NO2)CCNCC1 (configuration not stated)
#30 COc1cc(N)c(Cl)cc1C(=O)OCC(=O)c1cccs1
#31 CCC(C)NC(=O)CSc1c2c(nc3ccccc13)CCCC2 (configuration not stated)
#32 Cc1ccc(S(=O)(=O)Cn2nnnc2C(c2ccccc2)N2CCN(c3ccccc3)CC2)cc1 (configuration not stated)
assay / compound	25	26	27	28	29	30	31	32
BoNT-F LC inh	-1.6	-2.2	-12.6	-6.0	-23.9	18.1	1.2	10.5
FBA Mtb inh	-0.6	-0.6	0.5	-0.7	1.4	-1.2	8.7	-3.5
GDH-TPI counter	-2.6	9.3	1.4	4.6	3.4	1.5	4.6	0.9
PrPC TRFRET	1.9	-0.4	1.5	-3.1	-12.8	-6.1	6.9	0.5
BoNT A protease	0.6	-0.4	-1.5	-1.2	-0.3	2.0	-0.3	0.4
CCHF vOTU inh	-13.4	10.1	3.3	5.0	8.4	6.8	-5.3	20.9
BioA inh	-1.1	0.4	2.2	/	0.1	/	-0.4	-3.3
Mtb UGM inh	-2.5	-1.2	2.5	-0.8	-2.0	-3.9	2.0	1.4
FadD28 binding	-0.2	-2.3	-4.7	-1.8	-2.8	-4.3	-0.5	-0.5

#33 CC12CCC(O)CC1CCC1C2CCC2(C)C(C(=O)CO)CCC12 (configuration not stated)
#34 CCc1nnc(NC(=O)CCC(=O)NC2CCCC2)s1
#35 CCN(Cc1nc2cc(Cl)ccc2c(=O)[nH]1)C(=O)c1cc2c(s1)CCCCC2
#36 O=C(c1cc2cc(F)ccc2[nH]1)N1CCN(Cc2ccc3c(c2)OCO3)CC1
#37 CCN1C(=O)[C@@H]2[C@H](C1=O)[C@@H]1C[C@H]3C(=O)N(CC)C(=O)[C@H]3[C@@H]3C1=C(C(=O)N1C(=O)OC(=NCC4CC4)[C@]31C)[C@@H]2C
#38 CCCn1c(SCC(=O)Nc2nc(-c3ccc(OC)cc3)cs2)nc2c1c(=O)n(C)c(=O)n2C
#39 CCC(C)(C)NC(=O)C(c1sccc1C)N(Cc1ccco1)C(=O)c1csnn1 (configuration not stated)
#40 CC1Sc2ccc(C(=O)N3CCCC(C(F)(F)F)C3)cc2NC1=O (configuration not stated)
assay / compound	33	34	35	36	37	38	39	40
BoNT-F LC inh	-6.7	1.7	/	20.2	5.7	-6.9	-0.5	/
FBA Mtb inh	0.2	-0.9	-1.7	-3.2	-1.5	1.2	-2.5	5.6
GDH-TPI counter	2.1	4.3	-3.5	13.3	-4.4	-5.8	5.7	6.7
PrPC TRFRET	3.8	-0.8	-4.2	2.5	-4.2	-4.8	5.4	1.1
BoNT A protease	-0.5	-1.0	/	11.5	-0.2	-0.3	-0.1	/
CCHF vOTU inh	2.7	3.6	-0.9	-7.7	-8.8	-0.7	6.1	4.9
BioA inh	-0.2	-1.7	-1.5	-1.9	-1.0	/	-9.9	-3.7
Mtb UGM inh	/	0.4	/	-5.1	-2.7	0.5	-1.7	4.7
FadD28 binding	-4.0	-3.5	-3.3	-1.8	-0.3	-3.2	-0.8	-0.5

Random excerpt: five entries already listed, in no set order.
#36 O=C(c1cc2cc(F)ccc2[nH]1)N1CCN(Cc2ccc3c(c2)OCO3)CC1
#38 CCCn1c(SCC(=O)Nc2nc(-c3ccc(OC)cc3)cs2)nc2c1c(=O)n(C)c(=O)n2C
#34 CCc1nnc(NC(=O)CCC(=O)NC2CCCC2)s1
#40 CC1Sc2ccc(C(=O)N3CCCC(C(F)(F)F)C3)cc2NC1=O (configuration not stated)
#37 CCN1C(=O)[C@@H]2[C@H](C1=O)[C@@H]1C[C@H]3C(=O)N(CC)C(=O)[C@H]3[C@@H]3C1=C(C(=O)N1C(=O)OC(=NCC4CC4)[C@]31C)[C@@H]2C
assay / compound	36	38	34	40	37
BoNT-F LC inh	20.2	-6.9	1.7	/	5.7
FBA Mtb inh	-3.2	1.2	-0.9	5.6	-1.5
GDH-TPI counter	13.3	-5.8	4.3	6.7	-4.4
PrPC TRFRET	2.5	-4.8	-0.8	1.1	-4.2
BoNT A protease	11.5	-0.3	-1.0	/	-0.2
CCHF vOTU inh	-7.7	-0.7	3.6	4.9	-8.8
BioA inh	-1.9	/	-1.7	-3.7	-1.0
Mtb UGM inh	-5.1	0.5	0.4	4.7	-2.7
FadD28 binding	-1.8	-3.2	-3.5	-0.5	-0.3

(more compounds)
#41 Brc1cccc(-c2nnc(-c3ccccc3)o2)c1
#42 CNC(=S)NC1CC2CCCC(C1)N2CC(C)C (configuration not stated)
#43 Cc1cc2c(c(=O)n1Cc1ccccn1)C(c1ccc3c(c1)OCO3)C(C#N)=C(N)O2 (configuration not stated)
#44 COc1cc(OC)cc(-c2c(-c3cccs3)c3cc(-c4cccc5[nH]ccc45)ccc3n2C)c1
#45 NS(=O)(=O)c1ccc(-c2ccc(/C=C3\SC(=S)N(C4CCS(=O)(=O)C4)C3=O)o2)cc1 (configuration not stated)
#46 C=CCn1c(SC2CCOC2=O)nc2sc(CC)cc2c1=O (configuration not stated)
#47 Cc1nn(CCS(=O)(=O)c2ccc(Cl)cc2)c(C)c1Br
#48 CCOC(=O)c1cc(-c2ccc(C)cc2)n(CCC(=O)NC(C)CC)c1C (configuration not stated)
assay / compound	41	42	43	44	45	46	47	48
BoNT-F LC inh	-17.6	-3.2	-3.7	-9.7	19.4	14.8	-0.2	-3.5
FBA Mtb inh	5.7	-6.7	3.4	47.5*	-2.3	1.6	1.6	0.6
GDH-TPI counter	6.8	8.7	2.7	21.0	3.9	3.4	5.2	3.8
PrPC TRFRET	-4.8	4.5	-1.4	-3.5	-8.2	0.4	-2.3	-0.6
BoNT A protease	0.3	0.5	0.1	0.2	65.1*	0.6	0.8	-0.3
CCHF vOTU inh	6.1	0.0	4.3	0.2	21.8	3.2	-1.1	-4.0
BioA inh	1.6	1.6	-9.4	-6.9	/	5.0	-0.9	-0.3
Mtb UGM inh	2.5	-1.6	-0.5	-1.4	-2.8	1.5	-1.2	-0.4
FadD28 binding	-0.3	-1.8	-1.7	-2.6	-1.3	-15.3	-4.4	-2.4
